# Screens: PubChem BioAssay, Broad Institute
# GSIS activator: primary screen for activators of insulin secretion dependent on glucose, INS-1E cells, GLuc reporter luminescence. 370,000 tested, 0.61% active. INS-1E GLuc reporter insulin secretion, 2-3 h. activation, % at 16.6 µM;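 active = lowest replicate activation of at least 40%, so every replicate reaches that level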;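 note: 0% = median of neutral control wells and 100% = median of IBMX positive control wells; some compounds called inactive have numbers as strong as hits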
# RAD52 inh: inhibitors of human RAD52 DNA annealing; recombinant RAD52 DNA annealing, FRET fluorescence; inhibition, % at 18.7 µM; 360,000 tested, 0.46% active; AID 651710;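 active = every replicate showing at least 50% inhibition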
# Target sequence (P43351 whole entry, looked up): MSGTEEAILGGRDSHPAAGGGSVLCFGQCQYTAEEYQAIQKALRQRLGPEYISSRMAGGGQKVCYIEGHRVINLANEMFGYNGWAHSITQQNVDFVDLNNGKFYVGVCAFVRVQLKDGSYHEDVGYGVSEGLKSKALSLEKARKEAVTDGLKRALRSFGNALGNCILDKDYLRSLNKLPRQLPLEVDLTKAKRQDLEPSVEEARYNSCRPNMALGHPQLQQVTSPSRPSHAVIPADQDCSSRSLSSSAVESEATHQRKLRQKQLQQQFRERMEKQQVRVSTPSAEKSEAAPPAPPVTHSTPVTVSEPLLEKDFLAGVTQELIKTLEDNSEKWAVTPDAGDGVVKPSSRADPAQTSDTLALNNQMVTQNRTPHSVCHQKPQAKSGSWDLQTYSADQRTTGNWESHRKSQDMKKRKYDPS
# F508del corr: CFTR F508del correction in bronchial cells; CFBE cells, YFP halide quenching; stimulated with forskolin plus potentiator P3; % fluorescence drop versus neutral controls; activity (quench increase), % at 7.58 µM; 350,000 tested, 0.36% active;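 active = mean added fluorescence quench of at least 8% versus neutral control, with both replicates also reaching 8%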;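 note: cells transiently co-express mutant CFTR-F508del with the halide-sensitive YFP; corrector assay measuring rescue of mutant channel to the surface after 24 h compound exposure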
# RAD54 branch: inhibitors of human RAD54 branch migration; RAD54 Holliday junction branch migration, FAM/BHQ fluorescence; AID 602329; inhibition, % at 10.4 µM; 360,000 tested, 0.14% active; Q92698;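 active = mean normalized replicate activity at least 40 and at least half of replicates scoring 40 or more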;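 note: 0% = median of neutral control wells and 100% = median of positive control wells; inhibitors cause a drop in the FAM fluorescence signal; in these data hits start at about 50%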
# Xi reactivation: activators of X-chromosome reactivation in mouse fibroblasts; activation, % at 7.58 µM; XiGFP mouse fibroblasts, % GFP-positive cells imaging, 3 d; cells co-treated with 5-aza-dC sensitizer; scaled so ellipticine positive control = 100%; 360,000 tested, 0.055% active;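 active = mean normalized replicate activation at least 10% and every replicate at or above 10%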;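 note: 0% = median of on-plate neutral control wells and 100% = ellipticine 6 µM median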
#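 material = 68-5-11 XiGFP fibroblast line | medium = DMEM plus 5-aza-dC sensitizer | schedule = 3 days compound exposure | benchmarks = positive control ellipticine, 6 µM final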
# ERAP1 HTS inh: inhibitors of human ERAP1 aminopeptidase. recombinant ERAP1, Leu-AMC fluorescence, 60 min. inhibition, % at 10.7 µM. 340,000 tested, 0.15% active;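 active = mean replicate inhibition of at least 30%, or all replicates individually reaching that 30% level; inactive = mean below 30% and not every replicate reaching it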;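 note: 0% = neutral control wells and 100% = L-leucinethiol positive control wells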
# esBAF inh: inhibitors of esBAF chromatin remodeling in mouse ES cells; Bmi1-luciferase knock-in reporter, 24 h; 100% = twice the neutral-well signal; reporter increase, % at 12.5 µM; 350,000 tested, 2% active; AID 602393; in the data active = activation above about 40%;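 note: 0% = median of the plate's neutral control wells and 100% = double that signal; a rise in the Bmi1 reporter signal indicates esBAF inhibition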
# ARNT-TACC3 inh: disrupts binding between human ARNT and TACC3. 390,000 tested, 0.66% active. Q9Y6A5. AID 623870. inhibition, % at 9.99 µM. AlphaScreen His-ARNT PAS-B/GST-TACC3 binding, luminescence; TACC3 fragment carries E629A point mutation;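 active = mean inhibition of replicates at least 50% and at least half of replicates each reaching 50%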;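 note: 0% = complete ARNT plus TACC3 wells and 100% = ARNT alone without TACC3; many hits fall short of the cut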
# An asterisk follows results filed as active; / = not tested or not shown; & = joins results of further samples.
SMILES,GSIS activator,RAD52 inh,F508del corr,RAD54 branch,Xi reactivation,ERAP1 HTS inh,esBAF inh,ARNT-TACC3 inh
CCC(C)C(NC(=O)OC(C)(C)C)C(=O)NC(C(=O)NC(C)C(N)=O)C(C)C (centres undefined),12,-5,1.2,/,0.2,3,/,-3
O=C(c1cccnc1)N1CC(=O)N2[C@H](CO)[C@H](c3ccc(-c4cccnc4)cc3)[C@@H]2C1,6,-4,-1.2,/,0.1,1,/,/
C[C@@H]1CN([C@H](C)CO)C(=O)c2cc(NC(=O)c3ccncc3)ccc2O[C@@H](C)CCCCO[C@H]1CN(C)S(=O)(=O)c1cccs1,-12,-22,0.0,2,0.1,1,0,-3
O=S(=O)(CCN1C=CC(C(F)(F)F)=NCC1)c1ccc(F)cc1,16,-2,0.0,-2,0.0,5,-3,-2
O=C(/C=C/c1ccccc1)c1ccc2ccccc2c1,-3,-13,-2.1,-2,0.2,-4,68*,-9
COc1ccccc1-c1cn(CC[C@@H]2CC[C@@H](NC(=O)NC(C)C)[C@H](CO)O2)nn1,17,-4,-1.8,7,-0.1,3,6,-14
CC(=O)N1[C@H](CNC(=O)CN2CCOCC2)[C@H](c2ccccc2)[C@@H]1CO,12,/,-1.4,-3,-0.1,/,2,5
CCOC(=O)C1CCN(C2CC(=O)N(c3cccc(Cl)c3)C2=O)CC1 (centres undefined),8,-72,/,8,/,1,7,-6
COc1cc(CCC(=O)OCc2ccccc2C#N)cc(OC)c1OC,1,-5,1.5,-6,0.1,-2,-3,-4
CCOC(=O)N1CCN(C(=O)Nc2ccccc2)CC1,-1,-13,0.1,/,0.0,0,/,1
C/C=C/c1cnc2c(c1)C(=O)N([C@H](C)CO)C[C@@H](C)[C@H](CN(C)S(=O)(=O)c1cccs1)O2,11,7,-0.9,-3,0.0,3,-4,2
O=C1CN(C(=O)c2cc3ccccc3o2)c2ccccc2N1,25,/,/,2,0.1,/,/,-4
C=C(C)C(=O)Nc1ccc(NC(C)C)cc1,1,-4,2.3,11,0.1,3,-2,-2
CCOc1ccc(C(=O)COC(=O)c2cc(=O)[nH]c3ccccc23)cc1,1,-5,-1.1,/,0.3,-9,/,/
CN1CCN(c2ccc(S(=O)(=O)N3CCCCC3)cc2NC(=O)COc2ccc([N+](=O)[O-])cc2)CC1,-2,-11,4.6,-13,0.0,0,1,2
NNc1ccc([N+](=O)[O-])c2[nH][nH]c(=O)c12,/,-2,0.3,2,0.5,2,/,/
O=C(C[C@H]1CC[C@@H]2[C@H](COC[C@H](O)CN2C(=O)Nc2ccc(Cl)c(Cl)c2)O1)NCc1ccc(Cl)c(Cl)c1,-17,-5,1.1,-5,0.2,-2,-5,7
CCS(=O)(=O)N1CC2(C1)[C@H](c1ccccc1)[C@@H](CO)N2C(=O)C1CCCC1,-7,-25,-0.7,/,0.1,0,/,/
O=C(N[C@@H]1CC[C@H](CCn2cc(Cc3ccccc3)nn2)O[C@@H]1CO)c1cnccn1,16,/,-1.5,6,-0.2,/,-1,/
CCc1noc(C)c1C(=O)N1CCCSC1=Nc1ccccc1,-2,3,-0.7,8,0.4,3,0,1
COc1ccc(C(=O)Nc2ccccc2C(=O)N2CCOCC2)cc1,17,9,-0.9,-2,0.3,0,-5,/
CCOC(=O)c1csc(NC(=O)c2ccc(OCC)cc2)n1,19,-3,0.7,/,0.0,1,/,-3
CCCCCCCCNC(C)C(O)c1ccc(SC(C)C)cc1 (centres undefined),/,33,-2.8,20&16,-0.1,-3,-42&-1,3&-9
COc1cccc(CNC(=O)C2CCN(C(=O)N3CC(C)Oc4ccccc43)CC2)c1 (centres undefined),5,-11,0.3,6,0.1,5,3,-8
CC(C)[C@@H]1COCc2cn(nn2)CC[C@@H](Cc2ccccc2)C(=O)N1,3,-4,/,/,-0.1,2,/,/

# A run of entries taken from the entries so far:
SMILES,GSIS activator,RAD52 inh,F508del corr,RAD54 branch,Xi reactivation,ERAP1 HTS inh,esBAF inh,ARNT-TACC3 inh
CCC(C)C(NC(=O)OC(C)(C)C)C(=O)NC(C(=O)NC(C)C(N)=O)C(C)C (centres undefined),12,-5,1.2,/,0.2,3,/,-3
O=C(c1cccnc1)N1CC(=O)N2[C@H](CO)[C@H](c3ccc(-c4cccnc4)cc3)[C@@H]2C1,6,-4,-1.2,/,0.1,1,/,/
C[C@@H]1CN([C@H](C)CO)C(=O)c2cc(NC(=O)c3ccncc3)ccc2O[C@@H](C)CCCCO[C@H]1CN(C)S(=O)(=O)c1cccs1,-12,-22,0.0,2,0.1,1,0,-3
O=S(=O)(CCN1C=CC(C(F)(F)F)=NCC1)c1ccc(F)cc1,16,-2,0.0,-2,0.0,5,-3,-2
O=C(/C=C/c1ccccc1)c1ccc2ccccc2c1,-3,-13,-2.1,-2,0.2,-4,68*,-9
COc1ccccc1-c1cn(CC[C@@H]2CC[C@@H](NC(=O)NC(C)C)[C@H](CO)O2)nn1,17,-4,-1.8,7,-0.1,3,6,-14
CC(=O)N1[C@H](CNC(=O)CN2CCOCC2)[C@H](c2ccccc2)[C@@H]1CO,12,/,-1.4,-3,-0.1,/,2,5

# Following part
SMILES,GSIS activator,RAD52 inh,F508del corr,RAD54 branch,Xi reactivation,ERAP1 HTS inh,esBAF inh,ARNT-TACC3 inh
COc1ccccc1/C=C/CN1CCC(n2nccc2NC(=O)CCc2ccccc2)CC1,1,-28,2.9,-5,-0.1,-7,-31,10
CCNC(=O)C[C@H]1C=C[C@@H](NC(=O)C2CC2)[C@@H](CO)O1,-4,5,1.5,-1,-0.1,-4,0,-1
Cc1noc(C)c1NC(=O)N(C)C[C@@H]1OCCCC[C@@H](C)Oc2ccc(NC(=O)Nc3ccccc3)cc2C(=O)N([C@H](C)CO)C[C@@H]1C,14,/,-0.9,-5,0.4,/,-3,-3
Cc1sc(N2C(=O)C3C(C2=O)[C@H]2C=C[C@@H]3C2)c(C#N)c1C (some centres undefined),0,-17,0.8,/,0.0,5,/,-2
CN1CCN(C2CN(Cc3cn(Cc4ccccc4)nn3)S(=O)(=O)C2)CC1 (centres undefined),-10,3,0.2,/,0.2,0,/,/
COC(=O)C1CCN(CCCOc2ccc(CN3CCN(c4ccc([N+](=O)[O-])cc4)CC3)cc2)CC1,-25,7,-3.6,3,0.1,4,2,11
CCCNC(=O)NC(=O)CN1CCCC1c1ccc2c(c1)OCCO2 (centres undefined),7,-35,1.6,-2,0.2,-1,0,-4
CCC(=O)N(C)CCc1cc2c(c(OC)c1/C=N/NS(=O)(=O)c1ccc(C)cc1)OCO2,17,-13,0.7,9,0.0,-4,10,1
Cc1ccc(C(CNS(=O)(=O)c2ccc([N+](=O)[O-])cc2)N2CCN(C)CC2)cc1 (centres undefined),3,-1,-2.6,1,0.4,2,0,-2
Cc1cccc(CCNS(=O)(=O)c2ccc(S(=O)(=O)N3CCCCC3)cc2)c1,43,-7,-1.3,4,/,-5,-8,4
CN1C(c2ccc(F)cc2)=CS/C1=C(/C#N)c1nnc2n1-c1ccccc1SC2,11,2,1.5,/,0.0,-2,/,2
Cc1ccc(S(=O)(=O)N[C@H]2CC[C@@H](CCNC(=O)c3ccc4c(c3)OCO4)O[C@H]2CO)cc1,3,-4,-2.8,-2,0.0,-4,-1,-6
CCC(=O)N1C[C@@H](C)[C@@H](OC)CN(C)C(=O)c2ccc(NS(C)(=O)=O)cc2OC[C@@H]1C,-1,9,/,1,0.0,-1,-1,-3
CS(=O)(=O)Nc1ccc(C(=O)N2CCCCC2)cc1,-13,-11,1.4,6,/,3,-4,/
OC(CCCN1CCCCC1)(c1ccccc1)c1ccc(C(F)(F)F)cc1 (centres undefined),-15,-5,-1.4,5,0.2,-6,-2,-1
OCC1(CCOc2ccccc2)CCN(CCCn2cccn2)CC1,/,-15,-3.3,-2,0.0,-1,-7,0
Cc1ccnc2nc(C(=O)OCC(=O)Nc3ccc([N+](=O)[O-])cc3Br)nn12,11,-7,1.3,-2,-0.1,3,-5,-4
O=C(c1ccc(OC2CCN(Cc3ccccn3)CC2)cc1)N1CCCC(O)C1 (centres undefined),5,-23,2.4,/,-0.1,-2,/,-5
CC(C)CC#Cc1ccc2c(c1)O[C@H](CN(C)Cc1ccncc1)[C@@H](C)CN([C@@H](C)CO)S2(=O)=O,-1,30,2.5,-3,-0.7,1,-8,3
O=C(Nc1cccc(F)c1)N1CC(=O)N2[C@H](CO)[C@@H](c3ccc(C#CCC4CCCC4)cc3)[C@@H]2C1,14,-9,0.2,/,0.5,1,/,/
O=C(CNC(=O)c1cnccc1C(F)(F)F)c1cccc(Cl)c1,1,-21,1.4,-4,0.0,/,-4,1
Cc1ccc(C)c(CNS(=O)(=O)c2c(C(=O)N3CCCC3)c(C)n(C)c2C)c1,-1,-6,-1.7,-2,0.0,-6,2,11
C[C@H](CO)N1C[C@H](C)[C@H](CN(C)Cc2ccccn2)Oc2ncc(C#CC3CC3)cc2C1=O,1,-2,-1.6,-1,-0.1,-2,-3,9
O=C(CN1CCCC1c1cccs1)N1CCN(S(=O)(=O)c2cccc(F)c2)CC1 (centres undefined),-6,-117,1.1,-11,0.0,-1,2,-2
CCN1CCN(C(c2cccs2)C(C)NC(=O)C(C)C)CC1 (centres undefined),/,-3,-1.0,-11,0.1,2,-9,-12

# esBAF inh, entries above that show a hit
Structure | GSIS activator | RAD52 inh | F508del corr | ERAP1 HTS inh | esBAF inh | ARNT-TACC3 inh
O=C(/C=C/c1ccccc1)c1ccc2ccccc2c1 | -3 | -13 | -2.1 | -4 | 68* | -9

# Remaining list, next part
SMILES,GSIS activator,RAD52 inh,F508del corr,RAD54 branch,Xi reactivation,ERAP1 HTS inh,esBAF inh,ARNT-TACC3 inh
CC(C)CNC(=O)COC(=O)c1ccc(Cl)c(S(=O)(=O)N2CCc3ccccc32)c1,-35,-16,2.4,7,0.0,-3,-3,4
CCN1C(=O)C2(SC(NC(C)=O)=NN2C(C)=O)c2cc(C)cc(C)c21 (centres undefined),20,0,-0.4,2,0.0,0,/,-15
Cc1nn2c([nH]c(=O)c3ccccc32)c1C=O,49,-18,0.4,/,/,1,/,9
O=C(N/C(=C/c1cccs1)C(=O)N1CCCCCC1)c1ccccc1,0,/,/,7,/,/,-7,-7
CCC(=O)Nc1ccc(C(=O)NNC(=O)Cc2ccccc2)cc1,1,-7,/,/,-0.3,2,/,-3
C[C@@H]1CN([C@H](C)CO)C(=O)c2cc(-c3ccccc3F)cnc2O[C@H]1CN(C)C(=O)c1ccccn1,15,17,1.5,3,-0.1,-2,2,-5
O=C1CCc2cc(S(=O)(=O)NC(Cc3ccccc3)C(=O)NCC3CCCO3)ccc2N1 (centres undefined),15,-20,-2.3,6,-0.2,/,-4,1
COC(=O)c1cc2c(c3c4cc(OC)ccc4n(S(=O)(=O)c4ccc(C)cc4)c13)C(=O)N(C)C2,/,-16,2.4,/,0.1,-1,/,/
CCOc1ccc(CCNC(=O)Nc2cccc(OC)c2)cc1OCC,19,-8,1.7,0,0.1,1,4,-5
Cn1nc(C(C)(C)C)cc1C(=O)NN1CCOCC1,12,-12,-0.2,0,0.2,-3,-1,/

# Five compounds out of the list above, arranged by the number in ERAP1 HTS inh, high to low.
SMILES | ERAP1 HTS inh
CCC(=O)Nc1ccc(C(=O)NNC(=O)Cc2ccccc2)cc1 | 2
Cc1nn2c([nH]c(=O)c3ccccc32)c1C=O | 1
COC(=O)c1cc2c(c3c4cc(OC)ccc4n(S(=O)(=O)c4ccc(C)cc4)c13)C(=O)N(C)C2 | -1
C[C@@H]1CN([C@H](C)CO)C(=O)c2cc(-c3ccccc3F)cnc2O[C@H]1CN(C)C(=O)c1ccccn1 | -2
Cn1nc(C(C)(C)C)cc1C(=O)NN1CCOCC1 | -3
